EPAC1 antag – antagonists of human EPAC1; AID 720709; Potency, µM (highest dose often 115 µM), for inactives: top-dose activity change, negative = inhibition, usual class: inhibitors; O95398; EPAC1 GEF assay, Rap1b-BODIPY-GDP exchange fluorescence; 360,000 tested, 0.14% active;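 note: plate controls were vehicle for no effect and positive control for full effect; nearly all actives have a fitted effect of over 50% in size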
Target sequence (O95398 whole entry, looked up): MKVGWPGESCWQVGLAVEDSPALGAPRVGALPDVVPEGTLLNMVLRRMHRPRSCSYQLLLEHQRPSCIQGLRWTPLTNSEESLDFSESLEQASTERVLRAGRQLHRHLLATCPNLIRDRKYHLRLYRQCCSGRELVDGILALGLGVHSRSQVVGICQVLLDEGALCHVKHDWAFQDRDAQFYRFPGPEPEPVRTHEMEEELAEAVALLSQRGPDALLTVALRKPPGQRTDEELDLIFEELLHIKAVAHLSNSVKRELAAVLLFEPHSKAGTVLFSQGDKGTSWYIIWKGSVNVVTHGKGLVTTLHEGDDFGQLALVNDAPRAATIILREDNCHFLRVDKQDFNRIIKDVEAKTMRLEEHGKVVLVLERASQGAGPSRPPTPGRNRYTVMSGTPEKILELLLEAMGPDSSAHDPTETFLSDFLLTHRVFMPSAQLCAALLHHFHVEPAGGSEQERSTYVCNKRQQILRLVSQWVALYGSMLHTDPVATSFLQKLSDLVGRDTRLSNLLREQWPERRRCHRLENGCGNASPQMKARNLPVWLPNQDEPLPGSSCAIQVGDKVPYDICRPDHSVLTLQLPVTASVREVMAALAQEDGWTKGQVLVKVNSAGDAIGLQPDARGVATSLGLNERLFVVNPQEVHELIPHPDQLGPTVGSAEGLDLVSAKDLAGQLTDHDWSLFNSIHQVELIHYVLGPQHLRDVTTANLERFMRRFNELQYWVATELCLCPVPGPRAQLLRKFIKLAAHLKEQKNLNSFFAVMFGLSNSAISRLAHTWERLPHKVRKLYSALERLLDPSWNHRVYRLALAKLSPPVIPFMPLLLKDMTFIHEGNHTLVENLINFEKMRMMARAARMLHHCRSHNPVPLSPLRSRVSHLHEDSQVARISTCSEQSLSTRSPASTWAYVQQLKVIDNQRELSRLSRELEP
EPAC2 agonist – agonists of human EPAC2 (RAPGEF4) | AID 720711 | 360,000 tested, 0.079% active | Q8WZA2 | Potency, µM (series often up to 154 µM), for inactives: at the highest dose activation, hits mostly activators | EPAC2 activation, biochemical qHTS; response scale: 100% = 6.5 mM cAMP response; note: nearly all actives have a fitted effect of over 50% in size
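Readout is BODIPY fluorescence (480 nm excitation, 540 nm emission), which falls as labeled GDP is exchanged off Rap1B. EPAC2 at 100 nM acted on 250 nM RAP1B-BODIPY-GDP with 50 uM GDP present.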
FUS yeast rescue – FUS proteinopathy suppression in yeast. S. cerevisiae FUS-expressing, growth rescue, OD600, 24 h. Potency, µM (series often up to 76.6 µM), for the others: top-dose growth rescue (activation), hits mostly activators. 390,000 tested, 0.24% active. AID 1347120;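 note: plate controls were DMSO vehicle for no effect and reference control for full effect; nearly all actives have a fitted effect of over 55% in size; some results filed as inactive show a strong effect at the top dose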
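Steps: raffinose overnight preculture; dilution to OD 0.005 in 2% galactose minimal medium; compound addition (concentration series); 24hr at 30C, 99% humidity; absorbance read at 600 nm.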
EPAC2 antag – antagonists of human EPAC2; Q8WZA2; EPAC2 GEF exchange of Rap1B-BODIPY-GDP, fluorescence; Potency, µM (highest dose often 114 µM), for inactives: at the top dose activity, negative = inhibition, usual class: inhibitors; 360,000 tested, 0.18% active; note: % is set by controls: 0 for no effect and ±100 for the full control effect; nearly all actives have a fitted effect of over 45% in size; many of its hits are not listed in these tables
PTHR1 agonist – agonists of human PTHR1 parathyroid hormone receptor. Q03431. HEK293 GP2 PTHR1 cells, GloSensor cAMP luminescence, 1 h. Potency, µM (titrated, usually from 115 µM), for the others: at the top dose activation, most hits filed as activators. 410,000 tested, 0.075% active; note: nearly all actives have a fitted effect of over 55% in size; some results filed as inactive show a strong effect at the top dose; inactives centre near -15; many of its hits are not listed in these tables
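HEK-293-derived GP2 cells expressing PTHR1 and a GloSensor cAMP reporter, 3,000/well, plated overnight, given luciferin plus IBMX (each 0.5 mM as added) for 1 h at 37 °C, then compound for 1 h at 37 °C. Luminescence was read after 15 min at room temperature.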
TDP43 rescue – TDP-43 toxicity inhibition in yeast | TDP-43 expressing yeast growth rescue, BacTiter-Glo, 24 h | Potency, µM (highest dose often 46.1 µM), inactives show at the top dose growth rescue (activation), most hits filed as activators | 410,000 tested, 1.8% active; note: % of control where 0% means no effect; nearly all actives have a fitted effect of over 50% in size
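Yeast cells expressing TDP-43 under galactose induction are exposed to compounds for 24 hr at 30 deg C. BacTiter-Glo luminescence measures growth, so protective compounds score as activators.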
aSyn rescue – inhibitors of alpha-synuclein toxicity in yeast; AID 652106; 370,000 tested, 0.14% active; Potency, µM (series often up to 46.1 µM), for the others: at the highest dose growth rescue (activation), most hits filed as activators; Yeast expressing alpha-synuclein, growth rescue, BacTiter-Glo, 24 h; note: % of control where 0% means no effect; nearly all actives have a fitted effect of over 65% in size
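Screening used galactose-induced yeast with toxic alpha-synuclein levels, exposed to compound for 24 hr at 30 deg C. Cell growth, read with BacTiter-Glo luminescence, gave the measured signal.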
EPAC1 ag – EPAC1 (human) agonism | O95398 | EPAC1 agonist qHTS, biochemical assay; response scale: 100% = response to 6.5 mM cAMP | Potency, µM (doses to about 154 µM), for inactives: at the highest dose activation, most hits filed as activators | 360,000 tested, 0.073% active; note: nearly all actives have a fitted effect of over 60% in size
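Nucleotide exchange by EPAC1 (100 nM) on Rap1B–BODIPY-GDP (250 nM) in the presence of 50 uM GDP is tracked fluorescently at 480/540 nm over 30 min. Signals are normalized to a 6.5 mM cAMP control.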
An asterisk follows results filed as active; i = inactive; ? = inconclusive; . = no result given; [ ] = another dose, or the depositor's remark. Calls come from the whole dose curve; as a rule, active = well fitted curve in the direction sought with a large enough effect; inconclusive = small, poorly fitted or top-dose-only effect, or another doubt; inactive = no such curve, though single readings can be large; an effect the other way counts as inactive or inconclusive. Potency is the fitted concentration of half-maximal effect. An excerpt; rates above refer to the full screens.

SMILES	EPAC1 antag	EPAC2 agonist	FUS yeast rescue	EPAC2 antag	PTHR1 agonist	TDP43 rescue	aSyn rescue	EPAC1 ag
COc1ccc(-c2cc(C(F)(F)F)nc(N3CCOCC3)n2)cc1	0%	22%	-15%	-5%	i	-16%	-4%	12%
COc1ccccc1-c1cc(C(=O)N2CCCc3ccccc32)no1	8%	17%	37%	-27%	i	?	17%	12%
O=C(c1ccc(CS(=O)(=O)c2ccc(Br)cc2)o1)N1CCCCCC1	-1%	1%	1%	6%	-18%	17%	1%	-7%
CNc1nc2[nH]c(=O)c3c(c2s1)OC(N)=C(C#N)C3c1ccccc1 (centres undefined)	6%	0%	38%	1%	i	2%	1%	16%
COc1ccc(OCCNC(=O)C(Cc2c[nH]c3ccccc23)NC(C)=O)cc1 (centres undefined)	-1%	5%	7%	7%	?	-26%	-4%	-1%
Cn1cccc1CN1CCC[C@]2(N[C@H](c3ccc(C(F)(F)F)cc3)[C@@H]3C(=O)N(Cc4ccccc4)C(=O)[C@@H]32)C1=O	8%	12%	?	-10%	-24%	22%	0%	-22%
COc1cccc(-c2cnc3c(NC(C)=O)cc(-c4cccc(NS(C)(=O)=O)c4)cn23)c1	-8%	8%	35%	-4%	i	12%	-11%	8%
CC(=O)c1cccc(NC(=O)Cc2coc3cc4c(cc23)CCC4)c1	-21%	0%	11%	-6%	-28%	-2%	-6%	-5%
O=C(COc1ccc(F)cc1Br)Nc1ccccc1N1CCOCC1	-4%	14%	15%	-11%	-10%	?	3%	2%
CNC(=S)N(Cc1ccc(OC)cc1)Cc1cc2ccc(C)cc2[nH]c1=O	20%	0%	-4%	1%	-9%	0%	1%	-4%
Cc1ccc(S(=O)(=O)N(CC(=O)NC2CCCC2)c2cccc(C)c2)cc1	2%	6%	.	-2%	-7%	-17%	1%	8%
Cc1cc(=O)oc(C)c1C(=O)OCC(=O)c1ccc(Br)cc1	-17%	12%	6%	-22%	-94%[inhibitor][57.5 µM]	0%	-14%	2%
C[n+]1cccc2ccc3c(c21)OC(N)=C(C#N)C3c1ccccc1 (centres undefined)	-2%	-2%	12%	-2%	-2%	-4%	2%	4%
O=C(COc1ccc2oc3c(c2c1)CCCC3)Nc1ccc(Br)cc1	.	.	-20%	.	i	7%	-2%	.
Cc1ccc(S(=O)(=O)Nc2ccccc2C=NNC(=O)c2ccncc2)cc1	-18%	3%	3%	-2%	-10%	-4%	5%	5%
O=C(COc1ccc2c3c(c(=O)oc2c1)CCC3)NCCCN1CCCC1=O	7%	7%	12%	2%	i	-12%	0%	12%
Cc1nc(C#N)c(N/N=C/c2cccc(Cl)c2)o1	-11%	-4%	-2%	4%	-45%[inhibitor]	?	-2%	0%
CC1CC1C(=O)N(CCC1=CCCCC1)c1c(N)n(Cc2ccccc2)c(=O)[nH]c1=O (centres undefined)	-4%	-5%	12%	5%	-2%	11%	1%	-19%
Cc1c(Cl)cccc1NC(=O)NCc1cccnc1	-4%	12%	2%	8%	i	-13%	2%	-6%
Cc1cccc(S(=O)(=O)N(C)C[C@H]2OCc3cnnn3CCCC(=O)N([C@@H](C)CO)C[C@H]2C)c1	9%	5%	5%	-5%	-27%	8%	-1%	11%
COc1ccc(Cc2nnc3n2N=C(c2cc4ccccc4o2)CS3)cc1OC	-26%	-6%	?	-1%	-11%[57.5 µM]	18%	2%	-7%
COC(=O)C1=C(N)Oc2cc(C)n(CC3CCCO3)c(=O)c2C1c1ccc(Cl)c(Cl)c1 (centres undefined)	-16%	13%	-9%	-23%	-32%[inhibitor]	-17%	3%	23%
CC(C)c1ccc(NC2CCCN(C(=O)c3cccc(N4CCNC4=O)c3)C2)cc1 (centres undefined)	3%	3%	28%	7%	-11%	14%	-13%	7%
COc1ccc(-c2noc(CCC(=O)N3CCN(c4ccccc4OC)CC3)n2)cc1	-5%	-9%	31%	-3%	-89%[inhibitor]	?	9%	3%
Cc1cc(C)nc(NC(=S)Nc2cccc(F)c2)c1	3%	0%	-9%	14%	-16%	0%	1%	-1%
CCOC(=O)c1cnc2c(OC)cccc2c1N1CCN(c2ccc(OC)cc2)CC1	10%	3%	5%	5%	-17%[57.5 µM]	-6%	0%	7%
CCN(CC)S(=O)(=O)c1cccc(C(=O)Nc2ccccc2C(=O)N2CCOCC2)c1	-1%	4%	-11%	-2%	-15%[57.5 µM]	-2%	2%	0%
Cc1cc(-c2ccccc2)c2c(n1)sc1c(O)cc(=O)[nH]c12	-10%	8%	-14%	-3%	i	-10%	-4%	-2%
COc1ccc(CCNC(=O)C/C(C)=N/NC(=O)C2CCCCC2)cc1OC	-16%	11%	1%	0%	-4%	2%	-5%	0%
CCOC(=O)Cn1c(-c2cccnc2Cl)nc2cc(C)c(C)cc21	18%	4%	33%	18%	i	-28%	-7%	13%

Some of these compounds in order of molar mass, largest number first:
SMILES	EPAC1 antag	EPAC2 agonist	FUS yeast rescue	EPAC2 antag	PTHR1 agonist	TDP43 rescue	aSyn rescue	EPAC1 ag
Cn1cccc1CN1CCC[C@]2(N[C@H](c3ccc(C(F)(F)F)cc3)[C@@H]3C(=O)N(Cc4ccccc4)C(=O)[C@@H]32)C1=O	8%	12%	?	-10%	-24%	22%	0%	-22%
COC(=O)C1=C(N)Oc2cc(C)n(CC3CCCO3)c(=O)c2C1c1ccc(Cl)c(Cl)c1 (centres undefined)	-16%	13%	-9%	-23%	-32%[inhibitor]	-17%	3%	23%
CCN(CC)S(=O)(=O)c1cccc(C(=O)Nc2ccccc2C(=O)N2CCOCC2)c1	-1%	4%	-11%	-2%	-15%[57.5 µM]	-2%	2%	0%
COc1ccc(OCCNC(=O)C(Cc2c[nH]c3ccccc23)NC(C)=O)cc1 (centres undefined)	-1%	5%	7%	7%	?	-26%	-4%	-1%
Cc1ccc(S(=O)(=O)N(CC(=O)NC2CCCC2)c2cccc(C)c2)cc1	2%	6%	.	-2%	-7%	-17%	1%	8%
CC(=O)c1cccc(NC(=O)Cc2coc3cc4c(cc23)CCC4)c1	-21%	0%	11%	-6%	-28%	-2%	-6%	-5%
Cc1c(Cl)cccc1NC(=O)NCc1cccnc1	-4%	12%	2%	8%	i	-13%	2%	-6%

Next part:
SMILES	EPAC1 antag	EPAC2 agonist	FUS yeast rescue	EPAC2 antag	PTHR1 agonist	TDP43 rescue	aSyn rescue	EPAC1 ag
Fc1ccc(OCCCn2ccnc2)cc1	14%	2%	-30%	9%	-14%	-1%	3%	3%
CCOC(=O)[C@]12CCCC=C1N(CCc1ccc(OC)c(OC)c1)C(=O)[C@H](CC(=O)NCCCN1CCCC1=O)C2	10%	-1%	32%	-5%	-5%	-8%	1%	4%
O=C(Nc1cccc(Cl)c1N1CCOCC1)c1cccnc1Cl	10%	0%	-19%	14%	-9%	?	1%	-2%
Cc1ccc(CCN2C(=O)CCC2(C)C(=O)NC2CCCC2)cc1 (centres undefined)	-3%	6%	-12%	16%	-25%	13%	0%	12%
COc1ccc(C(=O)c2c(C(F)(F)F)oc3c2C(=O)c2ccccc2C3=O)cc1OC	?	-10%	-12%	-13%	-7%	?	1%	0%
COc1ccc(NC(=O)CSc2nnc(-c3ccncc3)o2)c([N+](=O)[O-])c1	-3%	2%	12%	11%	-12%	21%	1%	-1%
COc1ccc(-c2nc(CSCC(=O)NC3CCCc4ccccc43)c(C)o2)cc1 (centres undefined)	-14%	7%	40%	-2%	-25%	?	8%	11%
COC(=O)c1ccc(C(NC(=O)OCc2ccccc2)/C(F)=C/[C@@H](C)C(=O)O)cc1 (some centres undefined)	0%	4%	10%	-3%	-24%	15%	3%	-15%
CCn1c(C)cc(/C=C2\NC(=O)N(CC(=O)Nc3ccc(F)cc3)C2=O)c1C	-2%	-6%	2%	-2%	-38%[inhibitor]	3%	5%	-3%
COc1ccc(OC)c(C2C(C(C)=O)=C(O)C(=O)N2Cc2cccnc2)c1 (centres undefined)	7%	4%	-5%	4%	i	-25%	-3%	1%
O=C(NCCCN1CCCC1=O)c1cccc(S(=O)(=O)NCc2ccccc2)c1	-7%	4%	10%	8%	i	6%	3%	-5%
O=C(Nc1cccc2ncccc12)c1ccc(Br)c([N+](=O)[O-])c1	21%	4%	6%	8%	-31%	7%	4%	1%
CCOC(=O)c1cc(-c2ccccc2)sc1NC(=S)Nc1cccc(C)n1	15%	8%	15%	-7%	i	-1%	-5%	5%
Cc1cc(Nc2ccc(C)c(C)c2)n2ncnc2n1	-12%	-2%	-36%	-20%	-11%	14%	2%	3%
CCCNC(=O)c1ccc(COc2cccc3ccccc23)o1	-14%	12%	38%	-21%	i	18µM*	-8%	9%
O=S(=O)(c1cc(Br)c(Cl)s1)N1CCCC1	0%	-1%	-7%	-2%	i	?	11%	1%
CCn1nnnc1SCC(=O)Nc1nc2ccccc2s1	-6%	0%	7%	2%	-36%[inhibitor]	0%	0%	-1%
CCOC(=O)c1c(-c2cccs2)csc1NC(=O)C(C)(C)C	11%	-14%	16%	-5%	-4%[57.5 µM]	-17%	-25%	3%
CNC(=O)CSc1nc2ccccc2c(=O)n1CCc1ccccc1	13%	-1%	-19%	5%	-14%	4%	3%	-2%
O=C(C[n+]1cccc(CO)c1)Nc1nc2ccccc2s1	-14%	14%	-24%	2%	-21%	5%	-4%	7%
Cc1nc2ccccc2nc1N1CCCC1	-13%	10%	10%	-3%	i	-12%	-5%	4%
CCCCNC(=S)N(C)/N=C/c1ccc(OCC(=O)Nc2c(C)cc(C)cc2C)c(OC)c1	-14%	-1%	28%	-8%	-20%	-5%	-3%	0%
Cc1c(C)c(C)c2[nH]c(=S)[nH]c2c1C	-6%	10%	-25%	-4%	i	5%	1%	8%

Some entries already given, reduced to EPAC1 antag and EPAC2 antag:
smiles,EPAC1 antag,EPAC2 antag
CNC(=O)CSc1nc2ccccc2c(=O)n1CCc1ccccc1,13%,5%
Cc1c(C)c(C)c2[nH]c(=S)[nH]c2c1C,-6%,-4%
CCOC(=O)c1c(-c2cccs2)csc1NC(=O)C(C)(C)C,11%,-5%
